Compound activity as filed in PubChem.
TNAP activators: human TNAP enzyme activators, primary screen, biochemical, luminescent, no phosphate acceptor, uHTS (AID 1001). Alkaline phosphatase, tissue-nonspecific isozyme (Homo sapiens). purified TNAP, luminescent activation assay, no phosphate acceptor; higher activation fold means a stronger effect. one-dose activation fold at 20 µM; EC50 in µM for titrated hits. 200,000 compounds, 0.03% hits; in the data active = activation fold from about 3, or a potency from the dose series; inactive = the rest, 99 in 100 with activation fold below about 1.6; note: many of its hits are not listed in these tables
Myeloid diff 2: induction of myeloid progenitor differentiation, primary screen, cell-based, flow cytometry, MLPCN library | 360,000 compounds, 1% hits | ER-HoxA9 myeloid progenitors, lysozyme-GFP differentiation | calls only at 10 µM | AID 624256, 2012;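 active = normalized GFP-positive differentiation at or above the plate's own cutoff, the solvent-only control mean plus 3 SD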;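 note: cells exposed to compound for four days before flow analysis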
K1F lysis inhibition: inhibition of K1F phage lysis, E. coli UTI89, bacterial capsule biogenesis inhibitors, alamar blue (AID 488966) | E. coli UTI89 K1F phage lysis, alamar blue, 2 h; higher % means a stronger effect | one-dose inhibition, % at 100 µM; IC50 in µM for titrated hits | 340,000 compounds, 0.02% hits;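 active = phage lysis inhibition, versus mean bacterial control, above a set limit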;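 note: capsule biogenesis inhibitors block K1F phage lysis so surviving cells raise fluorescence; higher fluorescence means more inhibition of phage lysis; actives were called in the ten point dose series up to 300 µM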
P. falciparum M1AAP: P. falciparum M1AAP inhibitors, biochemical, fluorogenic H-Leu-NHMec substrate, 1536-well (AID 1445); 220,000 compounds, 0.42% hits; recombinant M1AAP, H-Leu-NHMec fluorogenic kinetic assay; higher % means a stronger effect; inhibition, % at 30 µM, or IC50 in µM where a hit was titrated;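 active = primary inhibition above the hit cutoff, then over 50% inhibition at one or more dose response concentrations, cut at about 23% in these data, passing the limit was not always enough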;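 note: plate controls were DMSO full reaction for no effect and no enzyme background for full effect; strong numbers were not always called active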
Lipid droplet: inhibitors of hepatocyte lipid droplet formation, primary screen, imaging, high-throughput imaging, BODIPY stain | 240,000 compounds, 0.4% hits | AML12 mouse hepatocytes, oleate lipid droplets | inhibition, % at 6.5 µM;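 active = lipid droplet intensity inhibited by at least 50%, with more than 500 cells counted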
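Assay system: AML12 hepatocytes (mouse); Probe or stimulus: oleic acid at 100 µM to induce lipid droplet formation; Dosing: compound at 6.5 µM only; Schedule: compound with oleate, overnight; Detection: fluorescence imaging, 20x objective, two fields per well; Measure: % inhibition of lipid droplet signal.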
CSM14.1 death rescue: rescue of cells from ER stress-induced death, primary screen, 384-well, CSM14.1, thapsigargin, ATP luminescence (AID 1222) | CSM14.1 thapsigargin-induced death rescue, ATP luminescence; higher % means a stronger effect | cellular ATP content (survival), % at 20 µM; hits with a dose series show EC50 in µM | 190,000 tested, under 10 active;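 active = EC50 below 50 µM in the dose-response confirmation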;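 note: death triggered by thapsigargin at about 15 µM added after 2 h compound pretreatment; cell ATP read after overnight thapsigargin exposure of roughly 18 to 22 hours; normalized against plate controls of thapsigargin alone and 5% DMSO vehicle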
PMI inhibitors: inhibitors of human PMI, primary screen, biochemical, fluorescence intensity, coupled assay (AID 1209); Mannose-6-phosphate isomerase (Homo sapiens); purified PMI enzyme, coupled fluorescence intensity; higher % means a stronger effect; one-dose inhibition, % at 20 µM; IC50 in µM for titrated hits; 190,000 compounds, 0.42% hits;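 note: plate controls were DMSO vehicle for no effect and wells lacking substrate for full effect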
human PMI inhibitors: human PMI inhibitors, high substrate, primary screen, biochemical, fluorescence intensity, high mannose 6-phosphate (AID 1220); recombinant PMI enzyme, coupled fluorescence intensity; higher % means a stronger effect; one-dose inhibition, % at 20 µM; IC50 in µM for titrated hits; 190,000 compounds, 0.66% hits
WT yeast gro inh: growth inhibition of WT strain, primary screen, mitochondrial fusion inhibitor project, WT and mutant strains, chemical genetic; 190,000 compounds, 2.1% hits; mitochondrial fusion phenotypic screen; inhibition, % at 10 µM; in the data active = inhibition above about 58%; tested in S. cerevisiae
WT yeast gro inh mutant strain: recorded beside WT yeast gro inh, whose call it bears; inhibition, %; mitochondrial fusion phenotypic screen, mutant strain inhibition
Lipid droplet cells 6.5 µM: further read-out of Lipid droplet, marked with its call; cell count; measured here: cell count, cytotoxicity flag;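 cells counted across two imaged fields per well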
Myeloid diff 2 GFP+ MAC1+ %: also measured in Myeloid diff 2; calls as there; GFP+ MAC1+ double positive, %; measured here: differentiation confirmed by MAC1 staining
The depositor's hits bear a star; i = inactive; / = no result given; [ ] = dose if it differs, or a comment. Cut-off read from the data, not from the text of the source, unless noted: active = inhibition above about 50%; inactive = the rest.

SMILES | TNAP activators | Myeloid diff 2 | Myeloid diff 2 GFP+ MAC1+ % | K1F lysis inhibition | P. falciparum M1AAP | Lipid droplet | Lipid droplet cells 6.5 µM | CSM14.1 death rescue | PMI inhibitors | human PMI inhibitors | WT yeast gro inh | WT yeast gro inh mutant strain
O=C(CCn1nnc2ccccc2c1=O)N[C@H](C(=O)O)c1ccccc1 | 1.1 | i | 1.6 | 0.0% | 5% | / | / | -2.1% | 6% | 8% | 14 | 12
Cc1ccc(/C=N/N2CCN(c3ccccc3)CC2)cc1 | 0.9 | i | 0.6 | 0.7% | 5% | 9 | 667 | -1.3% | -12% | -5% | -12 | -3
N#Cc1nc(COc2ccccc2Cl)oc1NCc1ccc(F)cc1 | 1.1 | i | 1.9 | 5.2% | 8% | / | / | 1.3% | 11% | 10% | 5 | -3
CCc1ccc2c(Cl)c(C(=O)N/N=C/c3c[nH]c4ccccc34)sc2c1 | 1.1 | i | 0.5 | 0.2% | 3% | / | / | -1.9% | 18% | 20% | 40 | 33
O=c1sc2ccccc2c(N2CCCC2)c1[N+](=O)[O-] | 1.1 | i | 0.2 | 0.1% | 3% | 23 | 657 | -0.5% | 3% | 0% | -4 | 2
O=C(CNC(=S)N(CCCN1CCOCC1)Cc1cccs1)N1CCCC1 | 1.1 | i | 1.2 | 0.2% | -1% | 18 | 664 | -0.1% | -6% | -5% | -16 | 4
CCc1ccc(CC2S/C(=C(\C#N)C(C)=O)NC2=O)cc1 (stereo unspecified) | 1 | i | 0.0 | 0.3% | 3% | / | / | i | -7% | -8% | 12 | 6
COc1cc(C(=S)N2CCOCC2)ccc1OC(=O)c1cc([N+](=O)[O-])cc([N+](=O)[O-])c1 | 1 | i | 0.5 | 2.0% | 5% | -23 | 518 | 2.1% | 2% | -4% | 10 | -1
Cc1ccc(Nc2nc(-c3cccs3)cs2)nc1 | 1.1 | i | 1.0 | -0.1% | -1% | 1 | 657 | -2.7% | 23% | 25% | 69* | 56*
O=S(=O)(NC1CCCCC1Sc1ncccn1)c1ccccc1 (stereo unspecified) | 1.2 | i | 0.7 | 5.6% | 7% | -14 | 675 | -2.1% | 17% | 2% | -17 | -10
O=C(O)C(NS(=O)(=O)c1cccc2nsnc12)c1ccccc1 (stereo unspecified) | / | i | 0.6 | -0.7%[50 µM] | 7% | 0 | 757 | / | / | / | / | /
O=C(NCc1csc2ccc(Cl)cc12)Nc1cccc2ccccc12 | / | i | 0.6 | -1.0% | -1% | -2 | 723 | / | / | / | / | /
C/C(=N\Nc1nc(N2CCCCC2)nc(N2CCOCC2)n1)c1ccccc1O | 1.1 | i | 0.1 | / | 3% | 10 | 647 | -1.5% | 16% | 10% | 25 | -8
Cc1cccc(-c2cc3nc4c(c(N5CCCC(O)C5)n3n2)CCC4)c1 (stereo unspecified) | 1 | i | 2.7 | 3.8% | 6% | / | / | -1.2% | 6% | 12% | 17 | 26
COCCN(C(=O)CCCC(=O)Nc1ccccn1)C(C(=O)NC1CCCCC1)c1ccc(C)cc1 (stereo unspecified) | 1 | i | 1.5 | -0.1% | -2% | / | / | 0.4% | -4% | 6% | 13 | 17

The list goes on, starting with the last 2 of the part before.
SMILES | TNAP activators | Myeloid diff 2 | Myeloid diff 2 GFP+ MAC1+ % | K1F lysis inhibition | P. falciparum M1AAP | Lipid droplet | Lipid droplet cells 6.5 µM | CSM14.1 death rescue | PMI inhibitors | human PMI inhibitors | WT yeast gro inh | WT yeast gro inh mutant strain
Cc1cccc(-c2cc3nc4c(c(N5CCCC(O)C5)n3n2)CCC4)c1 (stereo unspecified) | 1 | i | 2.7 | 3.8% | 6% | / | / | -1.2% | 6% | 12% | 17 | 26
COCCN(C(=O)CCCC(=O)Nc1ccccn1)C(C(=O)NC1CCCCC1)c1ccc(C)cc1 (stereo unspecified) | 1 | i | 1.5 | -0.1% | -2% | / | / | 0.4% | -4% | 6% | 13 | 17
COc1ccc(NS(=O)(=O)c2cccc(NC(=O)c3ccccn3)c2)cc1 | / | i | 0.7 | 1.5% | 7% | -6 | 688 | / | / | / | / | /
Cc1ccc2c(c1)c1ncnc(N3CCC4(CC3)OCCO4)c1n2C | 1.2 | / | / | / | 8% | / | / | -1.6% | 1% | -4% | -17 | -13
Nc1c2c(nc3c1CCC3)CCCC2 | 1.1 | / | / | / | -2% | -2 | 702 | -2.3% | 12% | 6% | -2 | -4
Cc1cccc(C)c1OCC(C)N (stereo unspecified) | / | i | 3.2 | 1.5% | -1% | 0 | 674 | / | / | / | / | /
CC(=O)c1cccc(NC(=O)C2CCN(S(=O)(=O)c3ccc(C)cc3)CC2)c1 | 1.1 | i | 1.6 | -0.1% | 5% | 6 | 669 | -1.7% | 2% | 1% | -12 | -6
CCOC(=O)c1c(NC(=O)OC)sc2c1CCC2 | 1 | i | 0.2 | -0.2% | 0% | 5 | 712 | -1.1% | 12% | 8% | 22 | 23
Cc1ccc(N2CCCCn3c2nc2c3c(=O)[nH]c(=O)n2C)cc1 | 1.1 | i | 1.0 | -0.2% | 3% | / | / | -3.0% | 7% | 1% | 3 | 1
CCCNC(=S)N1CCN(C)CC1 | 1.1 | i | 0.7 | 1.7% | 5% | -6 | 602 | -2.8% | 10% | -13% | 2 | 6
COc1ccccc1-c1cc(C(F)(F)F)nc(N2CCN(c3ccccc3)CC2)n1 | 1.1 | i | 0.4 | 1.4% | 8% | / | / | -0.1% | 9% | 8% | 2 | -8
COc1ccc(Cl)cc1N(CC(=O)N(C)C)S(=O)(=O)c1ccc(C)c([N+](=O)[O-])c1 | 1.1 | i | 0.4 | 0.3% | -2% | -7 | 673 | 3.1% | -1% | 5% | 8 | 16
CCN(CC)S(=O)(=O)c1ccc(N2CCOCC2)c(NC(=S)NC(=O)c2ccco2)c1 | / | i | 0.9 | 1.0% | 13% | 2 | 751 | / | / | / | / | /
O=C(Nc1ccccc1N1CCCC1)c1cccnc1Cl | 1.1 | i | 0.8 | -0.2% | 8% | -6 | 780 | -1.7% | -6% | 1% | -2 | -4
Cn1cc(C(=O)c2cccc(Cl)c2Cl)cc1C(=O)O | 1.1 | i | 2.3 | -0.2% | 2% | / | / | -1.1% | -1% | -4% | 5 | 24
CC(C)CC(=O)NC(=S)NCCc1ccccc1 | 1 | i | 0.5 | 0.7% | 7% | / | / | 8.0% | 0% | -6% | -3 | 21
CC(=O)N1CCN(c2ccc(Nc3ncnc4c3oc3ccccc34)cc2)CC1 | 1 | i | 0.5 | 0.3% | 5% | / | / | 0.8% | 7% | 23% | 0 | -18
Cc1cc([N+](=O)[O-])ccc1NC(=O)c1cccc(NC(=O)C(C)C)c1 | 1.1 | i | 0.4 | -0.2% | 7% | -11 | 645 | 0.2% | -9% | -3% | 1 | -16
Cc1ccc(/C=N/N2CCN(Cc3ccc(Cl)cc3)CC2)o1 | 1.1 | i | 0.8 | -0.3% | 11% | 12 | 786 | -1.1% | 6% | 2% | 2 | 24
Cn1nc([N+](=O)[O-])nc1Sc1nnnn1-c1ccc(C(=O)O)cc1 | 1 | i | 0.1 | -0.5% | 2% | 0 | 732 | -1.6% | 8% | 20% | -10 | -7
CCOc1c(OC(C)=O)ccc(/C=C/c2ccc3cccc(OC)c3n2)c1[N+](=O)[O-] | 1.1 | i | 0.2 | -0.2%[50 µM] | 2% | -5 | 600 | -2.6% | 19% | 11% | 30 | 6
O=C(CCc1ccccc1)Nc1ccc(Cl)cn1 | 1.1 | i | 1.3 | -0.2% | 16% | 0 | 702 | 3.6% | 0% | -5% | -2 | -2
N#Cc1ccc(NC(=O)Nc2ccc(Cl)cc2)cc1 | 1 | i | 0.4 | 0.2% | 2% | -22 | 559 | -3.1% | 10% | 4% | 63* | 27*
COCCn1c(C)cc(C(=O)CSc2nc3ccccc3c(=O)n2C(C)COC)c1C (stereo unspecified) | 1 | i | 0.4 | -0.4% | 6% | -23 | 703 | 2.6% | 8% | 2% | -33 | -2
COc1cc(NC(=O)c2onc(C)c2Cl)c(OC)cc1Cl | 1.1 | i | 2.1 | -1.9% | 2% | 10 | 725 | -2.1% | 0% | 7% | -9 | -9
CC(=O)NN1C(=O)c2ccccc2NC1c1ccccn1 (stereo unspecified) | 1.2 | i | 0.8 | 1.3%[50 µM] | 4% | 1 | 648 | -2.1% | -2% | -4% | 13 | 8
O=CNC(Cc1ccccc1)C(=O)O (stereo unspecified) | 1.1 | i | 0.5 | 1.0% | 9% | / | / | 2.7% | -2% | 1% | -7 | -17
Cc1sc2nc(COC(=O)C(NC(=O)c3ccc(Cl)cc3Cl)C(C)C)[nH]c(=O)c2c1C (stereo unspecified) | 1.1 | i | 2.1 | 0.9%[50 µM] | 0% | -7 | 646 | -1.2% | -4% | 3% | -14 | -14
COc1ccccc1C(=O)Nc1sc2c(c1C(=O)NCc1ccco1)CCCC2 | 1.2 | i | 2.3 | i | 15% | 4 | 831 | -0.7% | -11% | -9% | / | /
CC(=O)Nc1ccc(N(C(=O)CNC(=O)c2ccco2)C(C(=O)NCc2ccco2)c2ccccc2)cc1 (stereo unspecified) | / | i | 0.9 | 0.1% | 3% | -1 | 689 | / | / | / | / | /
Cc1sc(-c2ccccn2)nc1OC(=O)c1cccc(Cl)c1Cl | 1.2 | i | 2.1 | 0.2% | 0% | 11 | 559 | 0.1% | 18% | 18% | 7 | -11
O=C(NCCN1CCCCC1)c1ccc2c(c1)OCCO2 | 1.1 | i | 0.9 | -0.1% | 4% | / | / | 0.6% | 4% | 13% | 6 | -3
Cc1nnc(NC(=O)CSc2nc(C(C)C)nc3sc(C)c(C)c23)s1 | 0.9 | i | 4.1 | 0.5% | -1% | / | / | -0.3% | -10% | -5% | 6 | 21

Results in WT yeast gro inh mutant strain and Lipid droplet, for some of the entries so far:
smiles	WT yeast gro inh mutant strain	Lipid droplet
O=CNC(Cc1ccccc1)C(=O)O (stereo unspecified)	-17	/
Cc1sc2nc(COC(=O)C(NC(=O)c3ccc(Cl)cc3Cl)C(C)C)[nH]c(=O)c2c1C (stereo unspecified)	-14	-7
COc1ccccc1C(=O)Nc1sc2c(c1C(=O)NCc1ccco1)CCCC2	/	4
CC(=O)Nc1ccc(N(C(=O)CNC(=O)c2ccco2)C(C(=O)NCc2ccco2)c2ccccc2)cc1 (stereo unspecified)	/	-1
